RORg inh – qHTS for inhibitors of ROR gamma transcriptional activity. Nuclear receptor ROR-gamma (Mus musculus), P51450. Drosophila S2 Gal4-RORgamma UAS-luciferase reporter, 20 h. Potency, µM (titrated, usually from 53.6 µM), for the others: at the top dose activity change, negative = inhibition, hits mostly inhibitors. actives 5.4% (n = 310,000). AID 2551, 2010; further: on the % scale 0 is the no-effect control and ±100 the full control effect; nearly all actives have a fitted effect of over 60% in size
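Drosophila S2 cells stably expressing Gal4-DBD/mouse RORγ fusion under metallothionein promoter plus UAS-luciferase; compound 1 h, then 700 uM CuSO4 induction for 20 h at ambient temperature; inhibition read as reduced luminescence.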
ELG1 genotoxic – qHTS screen for small molecules that induce genotoxicity in human embryonic kidney (HEK293T) cells expressing luciferase-tagged ELG1 | HEK293T ELG1-luciferase reporter, luminescence, 16 h | Potency, µM (doses to about 46 µM), inactives show top-dose activity change, positive = activation, actives largely listed as activators | actives 1.3% (n = 330,000) | AID 504466, 2011; further: % of control where 0% means no effect; nearly all actives have a fitted effect of over 60% in size
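Luminescence read-out: rising ELG1-luciferase signal, reflecting elevated ELG1 protein under genetic stress, flags genotoxic compounds. Cells were treated for 16 hr at 37 °C before ONE-Glo detection.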
Rab9 promoter act – qHTS Assay for Rab9 Promoter Activators; Huh7 Rab9 promoter-luciferase reporter, luminescence, 24 h; Potency, µM (doses to about 9.22 µM), inactives show at the top dose activation, negative = inhibition, most hits filed as activators; actives 2.8% (n = 320,000); AID 485297, 2010; further: % of control where 0% means no effect; nearly all actives have a fitted effect of over 60% in size
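Huh7 cells stably carrying Rab9 promoter–luciferase reporter, plated 1500 cells/well, compound added after 2 h and incubated 24 h at 37 °C; luciferase luminescence then read after 10 min with detection reagent.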
MBNL1-CUG inh – qHTS Assay for Inhibitors of MBNL1-poly(CUG) RNA binding; TR-FRET MBNL1-His/biotin-(CUG)12 binding, 665/545 ratio; Potency, µM (top dose mostly 57.5 µM), for inactives: top-dose activity change, negative = inhibition, hits mostly inhibitors; actives 0.036% (n = 280,000); AID 2675, 2010; active means well fitted inhibition curve with a large enough effect in the signal ratio, with a control signal flat, not every such curve was filed as active; inconclusive means small, poorly fitted or top-dose-only effect, or effect the other way, or a change in a side signal; inactive means no such curve, though single readings can be large or run the other way; the % refers to the signal ratio; further: on the % scale 0 is the no-effect control and ±100 the full control effect
Target sequence (Q9NR56 whole entry, looked up): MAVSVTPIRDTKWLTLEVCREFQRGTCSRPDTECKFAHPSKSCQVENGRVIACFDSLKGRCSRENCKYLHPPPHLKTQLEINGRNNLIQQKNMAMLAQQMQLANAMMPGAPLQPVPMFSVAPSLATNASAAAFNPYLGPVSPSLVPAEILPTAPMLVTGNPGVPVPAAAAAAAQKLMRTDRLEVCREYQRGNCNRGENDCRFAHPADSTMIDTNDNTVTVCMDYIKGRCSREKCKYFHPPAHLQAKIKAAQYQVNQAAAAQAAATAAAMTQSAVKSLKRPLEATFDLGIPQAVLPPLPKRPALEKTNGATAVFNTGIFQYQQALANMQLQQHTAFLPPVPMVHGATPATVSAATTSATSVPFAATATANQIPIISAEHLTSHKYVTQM
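Inhibition of protein-RNA binding appears as loss of TR-FRET between terbium anti-His antibody on MBNL1-His and streptavidin-XL665 on biotin-(CUG)12. Activity is normalized to buffer-only and uninhibited-complex controls.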
NPC1 promoter act – qHTS Assay for NPC1 Promoter Activators; Huh7 NPC1 promoter luciferase reporter, 24 h; Potency, µM (series often up to 9.22 µM), inactives show at the top dose activation, actives largely listed as activators; actives 2.4% (n = 320,000); AID 485313, 2010;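 further: % of control where 0% means no effect; nearly all actives have a fitted effect of over 60% in size; reporter is driven by a mutant NPC1 promoter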
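Stable NPC1-promoter luciferase Huh7 line; cpd (DMSO) 24 h, 37 °C, 5% CO2; Amplite luciferase reagent 10 min RT; luminescence readout. qHTS format.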
uPA surface inh – qHTS for Inhibitors of Cell Surface uPA Generation; Potency, µM (top dose mostly 38.3 µM), for inactives: at the highest dose activity change, negative = inhibition, most hits filed as inhibitors; cell surface uPA generation assay, qHTS; actives 0.31% (n = 330,000); active means well fitted inhibition curve with a large enough effect; inconclusive means small, poorly fitted or top-dose-only effect; inactive means no such curve, though single readings can be large or run the other way; tested in mouse RAW 264.7 cells; further: on the % scale 0 is the no-effect control and ±100 the full control effect; nearly all actives have a fitted effect of over 55% in size
p53 reactivator – qHTS assay for re-activators of p53 using a Luc reporter; H1299 p53-A138V BP100-luciferase reporter, luminescence, 24 h; Potency, µM (highest dose often 92.2 µM), for inactives: at the highest dose activity change, positive = activation, hits mostly activators; actives 0.063% (n = 320,000); further: % of control where 0% means no effect; nearly all actives have a fitted effect of over 45% in size
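H1299 (p53-null), stable ts p53-A138V + BP100-Luc; 1000 cells/well, Opti-MEM/10% FBS; cpd 4 pt, 1:5; 24 h, 37 deg C, 5% CO2; detection reagent 10 min RT; luminescence.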
BRCA1 expr up – qHTS Assay to Identify Small Molecule Activators of BRCA1 Expression | MCF7-BRCA1-FFLuc reporter, luminescence, 48 h; response scale: scaled: vehicle 0%, 10 µM genistein 100% | actives 1.1% (n = 380,000) | Potency, µM (doses to about 46.1 µM), for the others: top-dose activation, actives largely listed as activators; further: nearly all actives have a fitted effect of over 80% in size; some results filed as inactive show a strong effect at the top dose
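Compounds are tested at multiple concentrations on MCF7 BRCA1-luciferase reporter cells seeded at 2000 per well; after 48 h, a single luminescence end-point is taken and curves fitted to the normalized data.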
FLuc modulator – qHTS profiling assay for firefly luciferase inhibitor/activator using purifed enzyme and Km concentrations of substrates (counterscreen for miR-21 project). Luciferin 4-monooxygenase (Photinus pyralis), P08659. purified FLuc, Km substrates, luminescence inhibition. Potency, µM (series often up to 57.5 µM), inactives show at the highest dose activity change, negative = inhibition, actives largely listed as inhibitors. actives 6.9% (n = 360,000). AID 588342, 2011;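 further: plate controls were vehicle for no effect and reference inhibitor for full effect; nearly all actives have a fitted effect of over 55% in size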
Target sequence (P08659 whole entry, looked up): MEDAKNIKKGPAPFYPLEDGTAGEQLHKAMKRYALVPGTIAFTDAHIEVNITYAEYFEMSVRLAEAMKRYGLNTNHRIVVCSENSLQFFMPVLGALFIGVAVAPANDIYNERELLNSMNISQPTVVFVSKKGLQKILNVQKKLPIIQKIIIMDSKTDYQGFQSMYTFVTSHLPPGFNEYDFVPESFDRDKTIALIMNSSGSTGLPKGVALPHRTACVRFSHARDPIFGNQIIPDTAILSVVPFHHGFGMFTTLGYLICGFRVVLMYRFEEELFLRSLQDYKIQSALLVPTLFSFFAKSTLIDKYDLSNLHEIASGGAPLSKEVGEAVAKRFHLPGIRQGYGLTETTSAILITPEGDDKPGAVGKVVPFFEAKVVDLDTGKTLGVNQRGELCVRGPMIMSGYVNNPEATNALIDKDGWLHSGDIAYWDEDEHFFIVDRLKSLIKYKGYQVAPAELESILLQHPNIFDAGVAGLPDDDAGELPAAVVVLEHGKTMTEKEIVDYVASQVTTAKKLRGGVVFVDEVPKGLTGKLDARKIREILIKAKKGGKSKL
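Biochemical qHTS of compounds, final roughly 60 µM downward over six points, against 10 nM purified firefly luciferase using Km concentrations of substrates (10 uM D-luciferin, 10 uM ATP) in Tris acetate pH 7.5 buffer; luminescence output.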
Gal4-VP16 FLuc – VP16 counterscreen qHTS for inhibitors of ROR gamma transcriptional activity. Drosophila S2 Gal4-VP16 UAS-luciferase, luminescence, 20 h. Potency, µM (top dose mostly 53.6 µM), inactives show at the top dose activity, negative = inhibition, actives largely listed as inhibitors. actives 3.5% (n = 310,000). AID 2546, 2010;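 further: Gal4-VP16 expression switched on by copper sulfate through the metallothionein promoter; on the % scale 0 is the no-effect control and ±100 the full control effect; nearly all actives have a fitted effect of over 50% in size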
Numbers without * were called inactive; ? = inconclusive; · = no result given; [ ] = another dose, or the depositor's remark. Unless noted, the call rests on the fitted dose curve; in most records, active means well fitted curve in the direction sought with a large enough effect; inconclusive means small, poorly fitted or top-dose-only effect, or another doubt; inactive means no such curve, though single readings can be large; an effect the other way counts as inactive or inconclusive. Potency means the concentration at half of the fitted maximal effect.

The line under a structure holds: RORg inh, ELG1 genotoxic, Rab9 promoter act, MBNL1-CUG inh, NPC1 promoter act, uPA surface inh, p53 reactivator, BRCA1 expr up, FLuc modulator, Gal4-VP16 FLuc
- CC(C)(C)c1ccc(/C=N/NC(=S)NCc2ccccc2)cc1
→ 0.79µM*, -2%, -13%, -3%, -1%, -5%, 2%, -29%, 1%, 1.1µM*
- Cc1ccc2nc(N3CC(C)OC(C)C3)nc(-c3ccccc3)c2c1 (stereo not given)
→ -1%, 0%, 0%, -5%, -2%, -9%, ?, -25%, 1%, -1%
- CC(C)c1nnc(NC(=O)CCC(=O)Nc2ccc(Cl)cc2)s1
→ -5%, 18%, 1%, -5%, -5%, -1%, -3%, -5%, 1%, 2%
- O=C(COC(=O)Cc1c(Cl)cccc1Cl)Nc1ccccc1-c1ccccc1
→ ?, -1%, -6%, -21%, 1%, -16%, 2%, 6%, 1%, ?
- COc1ccc(NS(=O)(=O)c2ccc(NC(=O)c3ccc(N(C)S(C)(=O)=O)cc3)cc2)c(OC)c1
→ ?, 3%, -40%[inhibitor], ·, -25%, 5%, -9%, -25%, 0%, 11µM*
- c1ccc(-c2nnc3n2CCCC3)cc1
→ -8%, 0%, 1%, -7%, 1%, ·, -3%, 1%, 2%, -12%
- COc1cc([N+](=O)[O-])ccc1NC(=O)NCc1ccccn1
→ -35%, 11%, 11%, ?, -2%, -18%, -8%, 8%, 0%, 9%
- O=C(COc1ccccc1Cl)N1CCN(C(=O)c2ccco2)CC1
→ 0%, 5%, 10%, -1%, 2%, -1%, -5%, -2%, -1%, 1%
- CCN(C[C@H]1N[C@@](Cc2ccccc2)(C(=O)OC)[C@H]2C(=O)N(Cc3ccccc3)C(=O)[C@@H]12)C(=O)Nc1ccc(C(F)(F)F)cc1
→ ·, -10%, ·, ·, ·, ?, 9%, -67%, ·, ·
- CC1CCCN(C(=O)Cn2nnc(-c3ccc(F)cc3)n2)C1 (stereo not given)
→ -4%, 9%, 0%, -7%, -1%, 4%, 7%, 4%, -2%, 20%
- COc1ccc(CCNc2ccc(N3C(=O)CC(C)C3=O)cc2[N+](=O)[O-])cc1OC (stereo not given)
→ -67%, -4%, -27%, ?, -24%, 3%, -1%, -43%, -11%, 6.3µM*
- O=C(NCc1nc2ccccc2[nH]1)C1=C[C@H](c2ccccc2)C[C@H](OCc2ccc(CO)cc2)O1
→ ?, -1%, 2%, 6%, 1%, -2%, 3%, 0%, -16%, -12%
- CCN(c1ccc(NS(=O)(=O)c2cc(Cl)ccc2Cl)cc1)C(C)C
→ ?, 5%, 13%, 11%, 0%, 1%, -8%, -53%, -2%, 0%
- Cc1ccc(C(=O)NCc2cccc(C(F)(F)F)c2)cc1S(=O)(=O)N1CCCCC1
→ ·, ?, -8%, ·, -5%, 0%, 9%, -4%, 4%, ·
- COC(=O)C[N+](C)(C)CC#Cc1ccccc1
→ -13%, 2%, -2%, -6%, 1%, 1%, 3%, 0%, 1%, -16%
- CCN(CC)S(=O)(=O)c1ccc(-c2nnc(SCC(=O)Nc3nc(C)cs3)o2)cc1
→ ?, -5%, -13%, 0%, 5%, -5%, -7%, 4%, -2%, -28%
- c1ccc(CN2CCN(C(c3ccccc3)c3ccccc3)CC2)cc1
→ -14%, -1%, 0%, -5%, -3%, 3%, ·, -47%, 0%, -1%
- COCCn1c(SCC(=O)Nc2cc(C)on2)nnc1-c1c[nH]c2ccccc12
→ -20%, -4%, 3%, 8%, -3%, 11%, -3%, -4%, 4%, -5%
- CCOCC(O)CS(=O)(=O)c1ccccn1 (stereo not given)
→ -22%, 1%, 2%, -2%, -1%, 8%, -1%, 9%, 13%, 4%
- Cc1ccc(CCNS(=O)(=O)c2ccc3c(c2)C(C)(C)C(=O)N3C)cc1
→ 2%, 5%, 1%, -2%, 1%, -9%, ·, -38%, -1%, -23%
- CC(=O)NCCOc1nc(N2CCCCC2)nc(N2CCCCC2)n1
→ -14%, 0%, -4%, 9%, -3%, -2%, 1%, -20%, -5%, -2%
- Cc1nn(C(=O)c2cccc([N+](=O)[O-])c2)c(C)c1Br
→ -8%, 1%, -2%, ?, 2%, 5%, 9%, -5%, 0%, 0%
- COc1ccccc1Oc1cc(-n2nc(C)cc2C)ncn1
→ -16%, 0%, 0%, -12%[11.5 µM], 0%, 0%, 0%, -17%, 2%, 4%
- Cc1cc(C)cc(NC(=O)C2CCC(CNC(=O)[C@@H]3Cc4ccccc4CN3)CC2)c1 (stereo not given in full)
→ 6%, -1%, -5%, 1%, -3%, -26%, -4%, 17%, -2%, -5%
- Cc1ccc(S(=O)(=O)NC2CC(C)(C)NC(C)(C)C2)c(C)c1C
→ -1%, -2%, 10%, -3%, -1%, -1%, ·, 2%, -2%, -9%
- COc1ccc(C(=O)NCCNC(=O)c2ccccn2)cc1
→ 13%, 3%, -1%, -5%, -4%, -2%, 1%, 37%, 2%, 7%
- O=C1c2ccccc2CC1Sc1nnc(-c2ccccn2)o1 (stereo not given)
→ ?, 8%, 25%, 10%, 17%, -2%, 13%, 10%, 12µM*, 18%
- CSc1ncccc1C(=O)OCC(=O)C(C)(C)C
→ 6%, 2%, -2%, 2%, -1%, -13%, -2%, 7%, -7%, 4%
- Cc1nn(-c2ccccc2)c(C)c1NC(=O)COC(=O)CC(C)c1ccccc1 (stereo not given)
→ ·, 1%, -7%, ·, -2%, 3%, 5%, 0%, 7%, ·
- CSCC[C@H](NC(=O)[C@H](Cc1ccccc1)n1c(=O)[nH]c2ccccc2c1=O)C(=O)NCC1CCC(C(=O)O)CC1 (stereo not given in full)
→ 1%, 2%, -3%, -9%, 1%, 1%, 11%, -18%, -2%, -8%
- O=C(CC1C(=O)NCCN1C(=O)Nc1ccc(F)cc1)Nc1ccc(F)cc1 (stereo not given)
→ 38%, 2%, 1%, 11%, -2%, -1%, -6%, -3%, 12%, 1%
- Cc1nnc(NC(=O)CCC(=O)NC2CCCCCCC2)s1
→ -44%, 8%, -1%, 1%, -3%, -4%, -1%, 6%, 0%, -2%
- CC1CCCN(c2nc(NCc3ccco3)nc(N)c2[N+](=O)[O-])C1 (stereo not given)
→ 24%, -2%, -15%, ·, -8%, -5%, -9%, -37%, -7%, ?
- O=C(NNC(=S)Nc1ccccc1)c1cccc(Br)c1
→ -30%, 13%, -4%, 1%, -1%, 2%, 16%, 32%, ?, -16%
- CCOC(=O)C(C)n1cnc2c(nnn2-c2cccc(Cl)c2)c1=O (stereo not given)
→ 3%, 0%, 0%, 5%, 3%, -19%, 0%, 27%, -15%, 15%
- O=C(Cc1ccc(S(=O)(=O)N2CCOCC2)s1)Oc1ccc(F)cc1
→ ·, 3%, 0%, ·, -4%, -6%, 2%, -5%, 3%, ·
- OC[C@H]1O[C@@H](Oc2ccc3cc(Br)ccc3c2)[C@H](O)[C@@H](O)[C@H]1O
→ ·, 3%, -3%, ·, 6%, -3%, 14%, 52%, ·, ·
- Cc1ccc(NC(=O)c2cccc(C(F)(F)F)c2)cc1NC(=O)c1[nH]cnc1C(N)=O
→ ·, -2%, -3%, ·, 13%, 1%, 8%, -67%, 2%, ·
- Cc1ccc2[nH]cc(C(=O)CN3CCC4(CC3)OCCO4)c2c1
→ -4%, 2%, -5%, -20%, 0%, -5%, -5%, 46%, ?, -1%
- COc1ccc(OCC(=O)N/N=C(\C)c2ccc(-n3ccnc3)cc2)cc1
→ 0%, 0%, -3%, -9%, 1%, 1%, ?, -3%, 6µM*, -7%
- Cc1ccc(C)c(-n2c(-c3csc(C)c3)n[nH]c2=S)c1
→ 3.2µM*, 1%, -6%, 1%, -4%, ·, 3%, -21%, -12%, 5.6µM*
- NNc1nccc(Nc2ccccc2C(=O)O)n1
→ 10%, 4%, 10%, ?, 3%, 8%, 26%, -9%, ?, 3%
- CC(C)(C)c1nc2ccc([N+](=O)[O-])cc2[nH]1
→ 39%, -9%, 4%, ·, -1%, ·, 7%, -1%, -1%, 9%
- Cc1ccc(S(=O)(=O)N2CCN(C(=O)c3ccc(N4CCCC4)c([N+](=O)[O-])c3)CC2)cc1
→ 18%, -9%, 3%, 2%, 1%, -1%, -8%, -1%, -3%, -7%
- O=c1[nH]c(=O)n(Cc2ccco2)c2c1C(C(F)(F)F)(C(F)(F)F)N=C(CCc1ccccc1)N2
→ ?, -12%, -4%, -2%, -4%, ·, -5%, -49%, -1%, -12%
- CC(C)O/N=C1\C(=O)N(c2ccccc2)c2ccccc21
→ 23%, -3%, 3%, ?, -4%, -2%, -4%, -28%, -20%, -12%
- NNc1nc(Nc2ccccc2)nc(N2CCCCC2)n1
→ 5µM*, 8%, 3%, -5%, 3%, -1%, 13%, 3%, ?, 7.1µM*
- Cc1ccc(C)c(NC(=O)CN(C)C(=O)CC2OC(=O)c3ccccc32)c1 (stereo not given)
→ ·, 1%, ·, ·, ·, -6%, -6%, 8%, ·, ·
- CCC(C)(C)c1ccc(OCCCC[n+]2cccc(C)c2)c(C(C)(C)CC)c1
→ ?, -11%, -23%, -1%, -23%, -1%, -9%, -99%[inhibitor], 1%, 13µM*

From PubChem BioAssay
